# CCT chaperon mod: High-Throughput Screening for Modulators of Cytosolic Chaperonin Activity. 360,000 tested, 0.3% active. purified chaperonin ATPase assay, HTRF ADP detection, 30 min. activity change, % (test concentration not listed), hits read low; in the data active = activity change below about -30%; also: % is scaled to controls: 0 for no effect and ±100 for the full control effect
#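 TRiC (40 or 20 nM final, by batch activity) in 30 mM Tris pH 7.4, 100 mM KCl, 5 mM MgCl2, 1 mM DTT was treated with compound at 76 uM single dose, then 10 uM ATP, 30 min at 37 °C. ADP was read by HTRF Transcreener.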
# A549 viability: Nrf2 qHTS screen for inhibitors: counterscreen for cytotoxicity; A549 ARE-Fluc cells, CellTiter-Fluor viability, 18-24 h; Potency, µM (doses to about 46 µM), for the others: at the top dose activity change, negative = cytotoxicity, hits mostly inhibitors; 390,000 tested, 0.16% active; AID 504648, 2011; also: potency is read from the fitted curve at half-maximal effect; % is scaled to controls: 0 for no effect and ±100 for the full control effect
#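 Cytotoxicity counterscreen: CellTiter-Fluor fluorescence was measured in A549 ARE_Fluc cells after 18-24 h of compound exposure in a concentration series. The subsequent BugLite luminescent read reports ARE-luciferase activity.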
# Nrf2 activator: qHTS of Nrf2 Activators; AREc32 ARE-luciferase reporter (MCF7-derived line), luminescence, 24 h; Potency, µM (series often up to 46.1 µM), without a hit: top-dose activation, most hits filed as activators; 410,000 tested, 0.31% active; also: potency is read from the fitted curve at half-maximal effect; % of control where 0% means no effect; nearly all actives have a fitted effect of over 65% in size
#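 AREc32_Fluc, 1000 cells/well, OPTI-MEM + 5% FBS, o/n 37 deg C 5% CO2; 23 nL cpd by pin tool, 24 hr; Steady-Glo 30 min RT, luminescence.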
# Nrf2 inh: Nrf2 qHTS screen for inhibitors; Potency, µM (top dose mostly 46 µM), without a hit: at the highest dose activity change, negative = inhibition, hits mostly inhibitors; 360,000 tested, 2.1% active; AID 504444, 2011; A549 ARE-Fluc reporter, luciferase luminescence, 18-24 h; also: potency is read from the fitted curve at half-maximal effect; % is scaled to controls: 0 for no effect and ±100 for the full control effect; nearly all actives have a fitted effect of over 60% in size
#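 Cells were seeded and rested 2 h, then exposed to compounds for 18-24 h. CellTiter-Fluor was read first as a viability measure. BugLite was added 15 min before the final luminescent read of ARE-luciferase activity in A549 cells.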
# pAkt inh: HTS Assay for Inhibitors of Akt Phophorylation: Primary Screen; Neuro2A IGF-stimulated pAkt S473 HTRF, 20 min; active compounds read low; activity change, % for hits at 50 µM; 360,000 tested, 0.32% active; in the data active = activity change below about -80%; inconclusive = mostly about -51% to -80%; also: % is scaled to controls: 0 for no effect and ±100 for the full control effect
#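 Single-point screen (50 µM final compound) in Neuro2A cells stimulated 20 min with 6 nM IGF at 37 deg C. After lysis, Ser473-phosphorylated Akt read by HTRF (ex 330 nm, em 615/665 nm) as the 665/615 ratio.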
# TGFb SMAD3 inh: qHTS for Inhibitors of TGF-b. 410,000 tested, 1.2% active. HepG2 CAGA-GFP TGF-b/SMAD3 reporter, GFP fluorescence, 18 h; TGF-beta stimulated, 500 pg/mL final. Potency, µM (doses to about 46.1 µM), for the others: top-dose activity, negative = inhibition, most hits filed as inhibitors; also: potency is read from the fitted curve at half-maximal effect; % is scaled to controls: 0 for no effect and ±100 for the full control effect; nearly all actives have a fitted effect of over 65% in size
#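 HEPG2 CAGA-GFP reporter cells (1000/well, DMEM with 1% FBS) received compounds, then recombinant TGF-beta at 500 pg/mL final for 18 hours at 37 degrees C. Per-cell GFP summed per well was normalised to unstimulated and stimulated DMSO controls before curve fitting.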
# MmCpn inh: Inhibitors of TCP-1 ring complex (TRiC) of Methanococcus maripaludis (MmCpn): qHTS; Chaperonin Mm-Cpn (Methanococcus maripaludis); purified Mm-Cpn ATPase, ADP Transcreener TR-FRET; Potency, µM (series often up to 76.9 µM), for the others: top-dose activity, negative = inhibition, usual class: inhibitors; 330,000 tested, 0.031% active; AID 504842, 2011; also: potency is read from the fitted curve at half-maximal effect; % is scaled to controls: 0 for no effect and ±100 for the full control effect; nearly all actives have a fitted effect of over 80% in size
#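 Eu-cryptate anti-ADP/ADP-d2 competition gives a ratio inversely related to ADP. Enzyme at 25 nM was pre-exposed to compound for 10 min, then given 10 uM ATP for 30 min, 37°C throughout.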
# EPAC2 agonist: qHTS for Agonist of cAMP-regulated guanine nucleotide exchange factor 4 (EPAC2): primary screen; EPAC2 activation, biochemical qHTS; response scale: 100% = 6.5 mM cAMP response; Potency, µM (highest dose often 154 µM), for the others: top-dose activation, usual class: activators; 360,000 tested, 0.079% active; Rap guanine nucleotide exchange factor 4 (Homo sapiens), Q8WZA2; AID 720711, 2013; also: potency is read from the fitted curve at half-maximal effect; nearly all actives have a fitted effect of over 50% in size
# Target sequence (Q8WZA2 whole entry, looked up): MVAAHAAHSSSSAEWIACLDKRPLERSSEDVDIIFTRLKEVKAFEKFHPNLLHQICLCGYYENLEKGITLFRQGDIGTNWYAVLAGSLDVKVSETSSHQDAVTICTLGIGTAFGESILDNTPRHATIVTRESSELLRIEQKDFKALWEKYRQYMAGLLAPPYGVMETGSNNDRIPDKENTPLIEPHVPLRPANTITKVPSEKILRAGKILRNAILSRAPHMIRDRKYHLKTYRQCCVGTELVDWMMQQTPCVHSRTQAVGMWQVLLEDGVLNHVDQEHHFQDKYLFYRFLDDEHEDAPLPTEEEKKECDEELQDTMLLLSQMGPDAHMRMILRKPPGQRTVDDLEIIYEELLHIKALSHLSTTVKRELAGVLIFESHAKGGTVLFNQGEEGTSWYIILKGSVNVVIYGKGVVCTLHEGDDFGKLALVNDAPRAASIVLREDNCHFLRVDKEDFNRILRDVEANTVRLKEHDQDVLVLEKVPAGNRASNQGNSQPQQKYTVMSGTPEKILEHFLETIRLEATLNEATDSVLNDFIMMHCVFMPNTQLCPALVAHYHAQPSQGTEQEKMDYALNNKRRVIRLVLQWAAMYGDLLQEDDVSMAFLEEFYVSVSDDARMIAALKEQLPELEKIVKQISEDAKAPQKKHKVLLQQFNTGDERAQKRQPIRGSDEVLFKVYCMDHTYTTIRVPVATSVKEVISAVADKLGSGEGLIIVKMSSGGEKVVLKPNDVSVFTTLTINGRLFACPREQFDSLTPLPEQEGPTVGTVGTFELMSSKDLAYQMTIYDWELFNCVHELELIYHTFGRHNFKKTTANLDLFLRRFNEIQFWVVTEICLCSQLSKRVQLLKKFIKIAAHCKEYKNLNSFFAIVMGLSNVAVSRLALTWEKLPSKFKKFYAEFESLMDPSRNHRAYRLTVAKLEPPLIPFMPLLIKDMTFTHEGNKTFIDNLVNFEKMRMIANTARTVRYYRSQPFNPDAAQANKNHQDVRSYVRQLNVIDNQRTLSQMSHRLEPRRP
#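 Fluorescence exchange assay: 100 nM EPAC2 with 250 nM RAP1B-BODIPY-GDP and 50 uM GDP; compounds tested as a concentration-titration series (qHTS). Loss of Rap1-bound BODIPY-GDP fluorescence read at 480/540 nm; data normalized to 6.5 mM cAMP.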
# EPAC2 antag: qHTS for Antagonist of cAMP-regulated guanine nucleotide exchange factor 2 (EPAC2): primary screen. 360,000 tested, 0.18% active. Rap guanine nucleotide exchange factor 4 (Homo sapiens), Q8WZA2. Potency, µM (series often up to 114 µM), for the others: at the top dose activity, negative = inhibition, most hits filed as inhibitors. EPAC2 GEF exchange of Rap1B-BODIPY-GDP, fluorescence. AID 720708, 2013; also: potency is read from the fitted curve at half-maximal effect; % is scaled to controls: 0 for no effect and ±100 for the full control effect; nearly all actives have a fitted effect of over 45% in size; many of its hits are not listed in these tables
# * = called active by the depositor; i = inactive; ? = inconclusive; nt = no result given; & = joins results of further samples; [ ] = remark or other dose. Unless noted, calls follow the shape of the dose curve; as a rule, active = well fitted curve in the direction sought with a large enough effect; inconclusive = small, poorly fitted or top-dose-only effect, or another doubt; inactive = no such curve, though single readings can be large; an effect the other way counts as inactive or inconclusive.
# Below each SMILES – CCT chaperon mod, A549 viability, Nrf2 activator, Nrf2 inh, pAkt inh, TGFb SMAD3 inh, MmCpn inh, EPAC2 agonist, EPAC2 antag
> Cc1ccc(NC(=O)Cn2c([N+](=O)[O-])cnc2C)cc1
→ -1.4, -7%, -0.2%, 8%, i, -1%, 3%, 5%, 3%
> Cc1cccc(-n2ncc(C(=O)N3CCC(C)CC3)c2C2CCN(C(=O)OC(C)(C)C)CC2)c1
→ nt, 3%, -1.3%, 19%, nt, -5%, nt, nt, nt
> Cc1ccc2[nH]c(=O)c(COC(=O)C3CCCO3)cc2c1 (configuration not stated)
→ -3.1, -11%, -0.7%, -7%, i, -4%, -1%, 7%, 0%
> COc1ccc(CCNC(=O)COc2ccc(S(=O)(=O)NC(C)C)cc2Cl)cc1OC
→ -1.8, 20%, 2.7%, nt, i, -8%, 2%, 7%, 17%
> Cc1nc(-c2cc(C#N)c(Sc3ccc(Cl)cc3Cl)nc2C)cs1
→ 0.9, -3%, 0.3%, -3%, i, 5%, -18%, 2%, 7%
> COC(=O)C1=C(C)NC(C)=C(C(=O)OC)C1/C=C/c1ccccc1
→ 0.4, 17%[1.84 µM], 9.0%, ?, i, 2%, 0%, 6%, -4%
> NC(=O)C1CCN(C(=O)c2cccc(S(=O)(=O)N3CCCC3)c2)CC1
→ 0.0, -1%, -0.1%, -4%, i, -15%, 1%, 0%, 2%
> CCCc1nnc2c(N(C)S(=O)(=O)c3ccccc3)nc3ccccc3n12
→ 0.0, 10%, 3.7%, -7%, i, -2%, 1%, -5%, -3%
> CCn1nc(NC(=O)c2ccccn2)c2cc3cc(C)ccc3nc21
→ -6.5, 0%, 2.5%, ?, i, 12%, -3%, -8%, -4%
> Cc1ccc(-c2nnc(-n3ncc(C#N)c3N)c3ccccc23)cc1C
→ -1.0, -1%, 5.7%, 13%, i, -10%, -17%, 1%, -1%
> Cc1ccc(OCC(=O)NNC(=O)C(=O)N2CCCC2)c(C)c1
→ -1.7, 5%, -0.8%, -1%, i, 13%, 2%, -4%, -2%
> CCn1c(CNc2ccc(C)cc2C)nnc1SCC(=O)N1CCCc2ccccc21
→ 2.5, -1%, -0.4%, 17%, i, 0%, 0%, -4%, 5%
> Cc1nc2ccccc2c2oc(C(=O)NCCCN3CCCC(C)C3)cc12 (configuration not stated)
→ 0.3, 21µM*, 8.4%, ?, i, -6%, -1%, 3%, 0%
> Cc1ccc(S(=O)(=O)N2CC(C(=O)O)=CC[C@H]2c2ccc3c(c2)OCO3)cc1
→ -3.6, 0%, 0.9%, -3%, i, 3%, 1%, 2%, -16%
> CCN1CCN(c2ccc(S(=O)(=O)N3CCCCC3)cc2NC(=O)Cc2ccccc2)CC1
→ -1.2, -1%, 1.8%, -19%, i, -23%, 1%, 0%, -3%
> COc1ccc(/C=N\NC(=O)CC(=O)Nc2cccc(Cl)c2)cc1OC
→ 2.0, 3%, 0.5%, -14%, i, -21%, -6%, -1%, 13%
> Cc1ccc(S(=O)(=O)CCC(=O)NC2CCCCC2)cc1
→ -0.7, 6%, -1.4%, 6%, i, -4%, -1%, 7%, -9%
> O=C(NCCCN1CCOCC1)c1cccnc1
→ -0.7, 16%, -0.1%, 0%, i, 0%, -8%, -4%, -16%
> O=C(NCc1ccccc1)c1cc(C2CCCN(C(=O)C3CCCCC3)C2)on1 (configuration not stated)
→ -1.3, nt, 1.5%, nt, i, 9%, nt, 3%, -5%
> O=C(NNC(=O)c1cccc2ccccc12)c1ccc(Cl)cc1Cl
→ -2.7, -6%, 0.3%, ?, i, -14%, nt, 4%, -3%
> COC(=O)c1scc(C)c1N/N=C(\C)c1cc(F)c(Cl)cc1F
→ -0.2, ?, -0.2%, -4%, i, -5%, 0%, 6%, 6%
> COc1ccc(-c2ccc(SC)nn2)cc1
→ -0.1, -6%, -0.5%, -25%, i, -7%, 3%, -10%, 6%
> CC(CCc1ccccc1)NC(=O)C1CCN(S(=O)(=O)c2ccc(F)cc2)CC1 (configuration not stated)
→ -1.5, -3%, -0.1%, ?, i, 1%, -4%, 11%, -4%
> O=C(Nc1ccccc1)N(Cc1ccccc1)CC(O)C(F)(F)F (configuration not stated)
→ -1.7, 4%, -0.1%, nt, i, -1%, 0%, -20%, -2%
> CCn1cc(C(=O)N[C@H](C(=O)NCCN2CCOCC2)C(C)C)c(=O)c2cc3c(cc21)OCO3
→ 3.0, 8%, 0.3%, 0%, i, 0%, -3%, 5%, 0%
> Cc1cccc(C)c1-n1nnnc1C1c2ccccc2C(=O)N1CCC(C)C (configuration not stated)
→ 0.1, nt, ?, nt, i, nt, nt, 10%, 0%
> CCOC(=O)CN1CCS(=O)(=O)CC1
→ -1.6, 5%, 0.1%, 0%, i, 5%, 4%, 3%, -5%
> C/C(=N\NC(=S)Nc1ccccc1C)c1ccc(O)cc1
→ -2.0, 5%, 5.1%, 20%, i, 10%, 0%, 7%, -9%
> O=C(CCCSc1nc2ccccc2[nH]1)NC1=NCCS1
→ -1.2, 0%, -0.4%, 8%, i, -13%, 0%, -10%, -1%
> COc1ccc(C(C)=O)cc1CSc1nnc(Nc2ccc(C)cc2C)s1
→ 1.1, 0%, 1.6%, -27%, i, ?, -19%, 12%, -5%
> COC(=O)c1cc(C#N)c(N2CCOCC2)nc1C
→ 2.3, 2%, 0.5%, 0%, i, 8%, 0%, 8%, -2%
> Cc1cc(C)nc(NS(=O)(=O)c2ccc(NC(=O)Cc3ccc(F)cc3)cc2)n1
→ 0.3, -3%, -0.4%, 20%, i, 4%, 1%, 4%, -22%
> C/C(N)=C(/C#N)C(=O)CSc1nc2ccccc2c(=O)n1CCCO
→ 1.1, 0%, -0.4%, 1%, i, -4%, 0%, 4%, 2%
> CCc1ccc(NC(=O)c2ccc3c(O)c(S(=O)(=O)c4ccccc4)c(=O)[nH]c3c2)cc1
→ nt, 4%, -1.1%, -2%, nt, -4%, nt, nt, nt
> CC(=O)N(O)CCCCCNC(=O)CCC(=O)N(O)CCCCCNC(=O)CCC(=O)N(O)CCCCCN
→ 0.5&-0.9, -1%&-6%, -1.0%&-0.3%, 10µM*, i, -8%&5%, 1%, 4%&2%, -13%&8%
> Cc1ccc(C(=O)N2CCCC(Nc3ccc(F)c(F)c3)C2)cn1 (configuration not stated)
→ -4.7, 3%, 0.0%, -12%, i, -13%, 3%, 0%, 9%
> CC(Sc1nc2ccccc2c(=O)n1Cc1ccco1)C(=O)c1ccccc1 (configuration not stated)
→ -0.2, 7%, 0.4%, -20%, nt, 2%, 3%, 19%, -5%
> Cc1cc(C)c2nc(SCC(=O)NCCC3=CCCCC3)cc(C)c2c1
→ -3.0, -11%, -0.4%, -8%, i, 5%, 2%, -12%, 9%
> Cc1cccc2cc(COC(=O)c3ccccc3)c(=O)[nH]c12
→ 0.7, 1%, -1.0%, 8%, i, 4%, 3%, 2%, 15%
> O=C(NCc1ccco1)C1Cc2c(-c3ccccc3Oc3ccccc3)ccnc2O1 (configuration not stated)
→ -0.2, nt, 2.9%, nt, i, ?, nt, 13%, -14%
> CCCCCc1c(C)nc(N2CCOCC2)[nH]c1=O
→ 1.0, -1%, -0.6%, 14%, i, -18%, 2%, 2%, 2%
> O=S(=O)(c1ccc(Cl)cc1)c1cnc(-c2cccnc2)nc1-c1ccccc1
→ 0.0, -1%, -1.0%, 8%, i, ?, -1%, -19%, -1%
> Cc1sc2nc(CSC(C)C(=O)Nc3ccc(Cl)cn3)[nH]c(=O)c2c1C (configuration not stated)
→ -2.3, 2%, -0.5%, 7%, i, -3%, 0%, 3%, 11%
> COc1ccc(-c2nc3ccccc3n2CCC(C)C)cc1OC
→ 1.6, -8%, 4.8%, nt, i, 1%, 0%, 2%, ?
> Cc1ccn(S(=O)(=O)c2ccc(N3CCCC3=O)cc2)n1
→ 0.4, -6%, -0.1%, 8%, i, 3%, 1%, 2%, 20%
> Cc1ccc(N(C)S(=O)(=O)c2cccc(C(=O)NC3=NCCS3)c2)cc1
→ 0.6, -12%, -0.5%, ?, i, 13%, 1%, 21%, -6%
> CCCc1[nH]nc2c1C1(CCN(C(=O)OCc3ccccc3)CC1)C(C#N)=C(N)O2
→ 3.0, 2%, 16%, 9%, i, -15%, 0%, 5%, 10%
> COc1ccc(N2CCN(S(=O)(=O)c3ccc4c(c3)CC(C)N4C(C)=O)CC2)cc1 (configuration not stated)
→ nt, -9%, -0.7%, 9.2µM*, nt, -24%, nt, nt, nt

# Some of the entries above in a different format:
SMILES	CCT chaperon mod	A549 viability	Nrf2 activator	Nrf2 inh	pAkt inh	TGFb SMAD3 inh	MmCpn inh	EPAC2 agonist	EPAC2 antag
CC(=O)N(O)CCCCCNC(=O)CCC(=O)N(O)CCCCCNC(=O)CCC(=O)N(O)CCCCCN	0.5&-0.9	-1%&-6%	-1.0%&-0.3%	10µM*	i	-8%&5%	1%	4%&2%	-13%&8%
Cc1ccc(C(=O)N2CCCC(Nc3ccc(F)c(F)c3)C2)cn1 (configuration not stated)	-4.7	3%	0.0%	-12%	i	-13%	3%	0%	9%

# From PubChem

# Not all compounds are listed, so the mix of outcomes need not match the whole.
